Source: PubChem BioAssay
Shiga inhibitor – Shiga toxin inhibition; 290,000 tested, 9.2% active; inhibition, % at 38.7 µM; AID 2315; Vero cells, Shiga toxin protein synthesis inhibition reporter; in the data active = inhibition mostly above about 28%, no sharp cut-off; inactive = mostly below about 43%; note: 0% is about no effect
Pf growth 96h – inhibits malaria parasite growth, 96 h; 320,000 tested, 6.9% active; Potency, µM (top dose mostly 28.7 µM), for the others: top-dose activity change, negative = inhibition, usual class: inhibitors; P. falciparum luciferase reporter growth, 96 h; note: potency is the fitted concentration of half-maximal effect; % is set by controls: 0 for no effect and ±100 for the full control effect
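Erythrocytes infected with luciferase-expressing P. falciparum were dispensed at 2% hematocrit and 0.05% parasitemia (final), then incubated with compounds 96 hours at 37 C in 5% CO2. Luminescence after detection reagent addition reported growth.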
AMA1 RON2 block – inhibitors of Plasmodium falciparum AMA1-RON2 interaction. AlphaScreen AMA1-biotinylated RON2 peptide binding. Potency, µM (series often up to 58.2 µM), for the others: at the top dose activity change, negative = inhibition, usual class: inhibitors. 360,000 tested, 0.2% active. AID 720542;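 note: potency is the fitted concentration of half-maximal effect; 0% = vehicle wells and -100% = peptide control; nearly all actives have a fitted effect of over 45% in size; some results filed as inactive show a strong effect at the top dose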
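AMA1 (3D7) with his tag at 25 nM final met compounds first, then biotinylated RON2 peptide at 25 nM; detection used donor plus acceptor beads, 10 µg/mL apiece, read by AlphaScreen after 30 min at room temperature.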
TbPYK inhibitor – blocks Trypanosoma brucei pyruvate kinase; TbPYK enzyme, Kinase-Glo Plus ATP luminescence, 45 min; Potency, µM (series often up to 76.8 µM), inactives show top-dose activity, negative = inhibition, usual class: inhibitors; 410,000 tested, 0.12% active; note: potency is the fitted concentration of half-maximal effect; % is set by controls: 0 for no effect and ±100 for the full control effect; nearly all actives have a fitted effect of over 50% in size
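Glycolytic pyruvate kinase of T. brucei was incubated with substrate, test compound and 130 uM ADP for 45 minutes at room temperature. Luminescent Kinase-Glo Plus signal was measured after 10 minutes.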
Pf growth 48h – P. falciparum growth inhibition at 48 hours (one generation) | P. falciparum luciferase growth in erythrocytes, 48 h | Potency, µM (highest dose often 28.7 µM), for inactives: top-dose activity change, negative = inhibition, usual class: inhibitors | 310,000 tested, 5.9% active | AID 504832; note: potency is the fitted concentration of half-maximal effect; % is set by controls: 0 for no effect and ±100 for the full control effect
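Here the parasites carry a stable luciferase gene and grow inside erythrocytes in Albumax-based RPMI medium with compound for one erythrocytic cycle. Activity is scored as loss of luminescent signal.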
LmPK inh – inhibitors of Leishmania mexicana pyruvate kinase; purified LmPK, Kinase-Glo ATP luminescence, 1 h; Potency, µM (titrated, usually from 57.5 µM), inactives show at the top dose activity change, negative = inhibition, most hits filed as inhibitors; 290,000 tested, 0.37% active; AID 1721; note: potency is the fitted concentration of half-maximal effect; % is set by controls: 0 for no effect and ±100 for the full control effect
Target sequence (Q27686 whole entry, looked up): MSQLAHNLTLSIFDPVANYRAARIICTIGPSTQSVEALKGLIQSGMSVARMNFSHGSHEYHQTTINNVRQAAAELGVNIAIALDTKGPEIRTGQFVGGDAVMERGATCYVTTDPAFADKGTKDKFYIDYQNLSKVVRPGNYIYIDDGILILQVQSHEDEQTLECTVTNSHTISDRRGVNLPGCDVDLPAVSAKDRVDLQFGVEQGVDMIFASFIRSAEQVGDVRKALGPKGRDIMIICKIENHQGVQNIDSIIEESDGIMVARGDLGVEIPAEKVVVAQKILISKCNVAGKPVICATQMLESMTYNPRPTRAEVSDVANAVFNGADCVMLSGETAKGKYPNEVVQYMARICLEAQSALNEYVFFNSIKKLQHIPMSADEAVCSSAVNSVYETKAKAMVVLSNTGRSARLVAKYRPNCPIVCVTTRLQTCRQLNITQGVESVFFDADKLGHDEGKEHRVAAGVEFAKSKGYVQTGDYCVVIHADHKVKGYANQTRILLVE
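0.1 nM LmPK, 0.5 mM PEP, 0.1 mM ADP; 50 mM imidazole pH 7.2, 7 mM MgCl2, 50 mM KCl; 1 h RT. Kinase-Glo luminescence readout, normalized to no-enzyme (full inhibition) and uninhibited wells.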
Cycloheximide cs – counter-screen hit for Shiga toxin inhibitors, cycloheximide | cell reporter, cycloheximide protein synthesis inhibition counterscreen | max response, % | 300,000 tested, 12% active | AID 2314; in the data active = max response mostly above about 13%, no sharp cut-off; inactive = mostly below about 14%; note: read at 38.3 µM for the half of the compounds with a filed dose; 0% is about no effect
Numbers without * were called inactive; ? = inconclusive; . = no result given; [ ] = another dose, or the depositor's remark. Unless noted, calls come from the whole dose curve; as a rule, active = well fitted curve in the direction sought with a large enough effect; inconclusive = small, poorly fitted or top-dose-only effect, or another doubt; inactive = no such curve, though single readings can be large; an effect the other way counts as inactive or inconclusive. Hits appear at their usual frequency (roughly 21% active in at least one column).

SMILES | Shiga inhibitor | Pf growth 96h | AMA1 RON2 block | TbPYK inhibitor | Pf growth 48h | LmPK inh | Cycloheximide cs
Cc1ccc(NC(=S)NC(=O)c2ccccc2)cc1NC(=S)NC(=O)c1ccccc1 | 54* | 96%[activator] | 53%[activator] | -2% | 33%[activator] | 3% | 24*
COc1ccc(OCC(=O)Nc2nnc(-c3ccco3)s2)cc1 | 2 | -4% | -19% | 1% | -13% | 3% | -4
Cc1ccc(NC(=O)CSc2nc(CSc3ccc(C)cc3)cc(=O)[nH]2)cc1 | -6 | -16% | 0% | -1% | 45%[activator] | 4% | -4
O=C(N/N=C/c1cccnc1)C12CC3CC(CC(C3)C1)C2 | 2 | 3% | 10% | 1% | ? | 9% | 6
NC(=O)NC(CC(=O)NCc1ccc2c(c1)OCO2)c1ccccc1Cl (configuration not stated) | -5 | 22% | 8% | 1% | 10% | -4% | 0
CC(=O)c1ccc(O)c(CSc2nncn2C)c1 | 5 | 75%[activator] | 10% | -4% | 21% | -3% | -3
COc1ccc(Cn2c(=S)[nH]c3ccccc3c2=O)cc1 | -7 | ? | 108%[activator] | -1% | . | -1% | -3
COc1ccc(CCC(=O)OCC(=O)Nc2ccc(OC)c(OC)c2)cc1OC | -9 | 19% | 34%[activator] | -1% | ? | 1% | -3
O=C(c1ccco1)N1CCN(C(=O)c2cc(-c3ccccc3F)no2)CC1 | 66* | ? | 2% | 4% | 35%[activator] | -9% | 25*
CC(C)(C)C(O)CN1CCCC1 (configuration not stated) | -4 | ? | 0% | 3% | 6% | 1% | -4
CCCC(=O)Nc1nc2c(c(=O)[nH]1)CCCC2 | -4 | 22% | 4% | 0% | . | 4% | -2
CC(=O)c1ccc(OCC(=O)N2CCN(S(=O)(=O)c3ccc(Br)s3)CC2)cc1 | . | ? | 1% | -1% | ? | . | .
CN(C(=O)c1cc(-n2cnnc2)ccc1Cl)c1ccccc1 | 43* | 71%[activator] | -5% | -10% | 43%[activator] | 2% | 17*
CC1CN(S(=O)(=O)c2ccc(-c3nc4ccccc4s3)cc2)CC(C)O1 (configuration not stated) | -2 | -2% | -6% | -5% | 27% | -2% | 1
O=C(/C=C/c1ccc2ccccc2c1)c1ccoc1 | 53* | 58%[activator] | -4% | 3% | 70%[activator] | 2% | 34*
CC(Sc1nnc(C2CC2)n1Cc1ccccc1)C(=O)N1CCNC1=O (configuration not stated) | . | -3% | 2% | 1% | 8% | . | .
Cc1ccc(SCc2cc(=O)[nH]c(N3CCN(C)CC3)n2)cc1 | 11 | -9% | 1% | -3% | . | 1% | -5
O=C(CC1CC2CCC1C2)N1CCN(S(=O)(=O)c2ccccc2F)CC1 (configuration not stated) | . | ? | -9% | 2% | ? | . | .
NC(=S)N=Nc1c(O)[nH]c2ccccc12 | -2 | ? | 68%[activator] | -4% | 45%[activator] | -1% | -5
O=C1c2ccccc2NC(c2ccccc2Cl)N1N=C1CCCCCC1 (configuration not stated) | 89* | -9% | -18% | 0% | 97%[activator] | -5% | 37*
CN(CC(=O)NC1CCN(Cc2ccccc2)CC1)S(=O)(=O)c1ccc(Cl)s1 | . | ? | 0% | 1% | ? | . | .
CCC(=O)Nc1cc(-c2nn(CC(=O)N3CCCCC3)c(=O)c3ccccc23)ccc1N1CCOCC1 | -9 | . | 36%[activator] | -7% | . | -5% | -4
N/C(=N/O)c1nc(N2CCCC2)nc(N(c2ccccc2)c2ccccc2)n1 | -10 | ? | 43%[activator] | 3% | ? | -2% | -2
C=CCOc1ccccc1CN1CCSCC1 | -23 | 1% | -20% | 29% | 9% | -3% | -5
O=C(Nn1c(-c2ccccc2)nc2ccccc2c1=O)C1CCC1 | -25 | 10% | 15% | 5% | 17% | 3% | 5
O=c1[nH]c(CN2CC=C(c3ccccc3)CC2)nc2scc(-c3cccs3)c12 | 3 | ? | 76%[activator] | 4% | ? | -2% | 1
Cc1ccc(C)c(OCc2cc(C(=O)N3CCNC(=O)C3)no2)c1 | 7 | 24% | -3% | 3% | -3% | 4% | 15
COc1ccc(CCNC(=O)C2CC(=O)N(c3ccc(F)cc3)C2)cc1OC (configuration not stated) | 11 | . | -6% | -2% | -3% | -4% | -3
CC1=CC(=C(C#N)C#N)C=C(C)N1CCN1CCNCC1 | -12 | 0% | 10% | 3% | 8% | -7% | 3
Clc1cccc(Cl)c1Cn1cnc2c(NCc3ccco3)ncnc21 | -19 | . | -1% | -7% | -9% | 3% | -6
COc1ccc(NC(=O)NCc2cccn2C)c(OC)c1 | -14 | 129%[activator] | 42%[activator] | 0% | -2% | 0% | -4
CC(O)CNc1ccc([N+](=O)[O-])cc1S(=O)(=O)N1CCOCC1 (configuration not stated) | -1 | 0% | -11% | -12% | -1% | 0% | 0
Cc1ccc(C(=O)NCc2ccccc2CN2CCCC2)cc1S(=O)(=O)N1CCOCC1 | . | ? | 10%[11.6 µM] | -5% | ? | . | .
On1c2c(c3c4nonc4ccc31)CCCC2 | -8 | -15% | . | . | ? | -5% | -3
c1csc(CNCCCN2CCOCC2)c1 | -5 | 39%[activator] | -3% | -3% | 0% | 2% | -1
CC1Nc2ccccc2C(=O)N1NS(=O)(=O)c1ccccc1 (configuration not stated) | -6 | -83% | -2% | -1% | 10% | -6% | -1
COc1cccc(/C=C/C(=O)NNC(=O)c2ccncc2)c1OC | . | -23% | 59%[activator] | 0% | 34%[activator] | . | .
CCOC(=O)c1ccc(N2NC(=O)/C(=C/c3ccc(OC(=O)c4ccco4)c(OC)c3)C2=O)cc1 | -5 | 41%[activator] | . | . | 29% | 0% | 10
COC(=O)c1ccc(CN2CCC(CO)(CCOc3ccccc3)CC2)cc1 | . | 92%[activator] | -6% | -8% | -27% | 11% | -4
Cc1ccc(N(CC(=O)Nc2ccc3c(c2)OCCO3)S(C)(=O)=O)cc1 | 60* | 24% | -17% | 5% | 106% | 2% | 54*
Clc1ccc(Cn2cccn2)cn1 | -3 | 6% | -4% | -10% | 40%[activator] | 1% | 1
CC(=O)Nc1cc(Br)ccc1O | -13 | ? | 5% | -5% | 0% | 4% | -2
CCc1nnc(NS(=O)(=O)c2ccc(NC(=O)Nc3ccc(OC)cc3)cc2)s1 | -6 | ? | -20% | -6% | 34% | -4% | -1
CC(=O)c1c[nH]c(C(=O)NCc2cccc(C(F)(F)F)c2)c1 | -4 | 0% | -9% | -1% | -13% | 4% | -1
COc1ccccc1C(=O)NC(=O)COC(=O)CCS(=O)(=O)c1ccc(C)cc1 | . | ? | 0% | -9% | 5% | . | .
Cc1nc(C(=O)N(C)C)nn1-c1ccc([N+](=O)[O-])cc1 | 12 | 16% | -4% | -5% | 10% | 5% | 6
N#CCCn1c(O)c(N=NC(=O)CNC(=O)c2cccs2)c2ccccc21 | -14 | ? | -3% | 0% | -3% | 1% | -1
Cc1ccc2cc(C#N)c(N3CCCN(C(=O)c4cnccn4)CC3)nc2c1 | 25 | ? | -2% | -8% | -34% | 0% | -8
Fc1ccc(/C=N/NC(=S)Nc2cccnc2)cc1F | -1 | -51% | 93%[activator] | -11% | 4% | -1% | 5
Clc1ccc(N/N=C/c2ccncc2)cc1Cl | 60* | 1.2µM* | -7% | -4% | 2.3µM* | 1% | 38*
CCOC(=O)c1cccc(Nc2ncnc3ccccc23)c1 | 32* | -42% | 2% | -4% | ? | -4% | 25*
O=C(N/N=C/C=C/c1ccccc1)c1ccc(Br)cc1 | 24 | 11% | 66%[activator] | 0% | . | 1% | 3
CCC1CCCCN1CC(O)COCc1cccc(OC)c1 (configuration not stated) | -13 | ? | -3% | 0% | ? | -2% | -3
Cc1ccc(C)c(S(=O)(=O)NNC(=O)c2sc(NS(=O)(=O)c3ccccc3)nc2C)c1 | -8 | 31%[activator] | 37%[activator] | -16% | 20% | -3% | -3
COc1nc(Oc2ccc(/C=N/O)cc2)nc(N(C)C)n1 | -12 | 134%[activator] | 7% | -12% | -9% | -1% | -3
O=C(Nc1nc2ccccc2s1)Nc1ccc([N+](=O)[O-])cc1Cl | -3 | 1µM* | . | . | ? | 3% | -2
CCOc1cc(/C=C(\C#N)C(=O)NCC2CCCO2)ccc1OCC(N)=O (configuration not stated) | -4 | 6% | -15% | 2% | 7% | 1% | -3
CC(=O)c1cccc(NC(=O)CSc2nc(N3CCOCC3)nc(N3CCOCC3)n2)c1 | -5 | 15% | -4% | 4% | 0% | 1% | 1
COC1=C[C@@H]2[C@@H]3Cc4ccc(OC)c(O)c4[C@]2(CCN3C)CC1=O | 1 | . | 10% | -1% | . | . | 4
COc1ccc(-c2cc3c(=O)n(CC(=O)NCCN4CCCC4)nc(C)n3n2)cc1 | -1 | ? | 10% | 2% | 16% | -11% | 13
CCn1c(=O)c(=O)[nH]c2c(=O)oc3ccc(S(=O)(=O)Nc4ccc(OC)cc4)cc3c21 | -8 | ? | 29% | -3% | 5% | 1% | -4
Cc1ccc(NC(=O)CSc2nnc(C3CC3)n2C)cc1S(=O)(=O)N1CCCCC1 | . | ? | 5% | -14% | 13µM* | . | .
COc1ccc(CN(C)C(=S)Nc2ccc(Cl)cc2Cl)cc1 | 16 | -5% | 40% | -3% | 2% | 5% | -1
